High-throughput results deposited in PubChem BioAssay by Broad Institute.
Statin myotox sup – suppressors of statin myotoxicity in C2C12 myotubes, primary screen, cell-based, single point, plate reader; C2C12 myotubes + simvastatin, ATP luminescence, 48 h; scaled: DMSO 0, geranylgeraniol control 100; rescue of ATP level, % at 7.49 µM; hit rate 0.78% among 330,000; AID 602340, 2012;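 active = mean ATP rescue above about 67%, or every replicate alone reaching that limit, limit read from the data, passing the limit was not always enough; inconclusive = no clear call, values can overlap the other calls; inactive = mean under the limit and some replicate under it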;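 note: myotubes were challenged with 10 µM simvastatin during compound exposure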
SIRT5 block – SIRT5 desuccinylase inhibitors, primary screen, biochemical, fluorescence imaging, single point, set 5. NAD-dependent protein deacylase sirtuin-5, mitochondrial (Homo sapiens), Q9NXA8. Purified SirT5, succinyl-peptide AMC, trypsin-coupled fluorescence. inhibition, % at 15 µM. hit rate 1.1% among 330,000; in the data active = inhibition above about 15%; inconclusive = no clear call, values can overlap the other calls
Target sequence (Q9NXA8 whole entry, looked up): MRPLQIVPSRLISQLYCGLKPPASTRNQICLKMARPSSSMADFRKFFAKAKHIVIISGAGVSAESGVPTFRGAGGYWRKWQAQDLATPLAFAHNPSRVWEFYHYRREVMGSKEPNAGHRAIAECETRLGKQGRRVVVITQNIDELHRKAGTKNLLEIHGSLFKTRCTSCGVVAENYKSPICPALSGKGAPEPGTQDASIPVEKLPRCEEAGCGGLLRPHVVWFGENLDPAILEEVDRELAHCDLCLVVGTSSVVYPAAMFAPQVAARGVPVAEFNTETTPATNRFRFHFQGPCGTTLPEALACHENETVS
E-sel inducer – E-selectin induction in HUVECs, primary screen, imaging, HUVEC, immunofluorescence imaging, single point; activation, % at 7.58 µM; AID 686992, 2013; P16581; normalized: neutral wells 0, TNF-alpha wells 100; hit rate 0.37% among 260,000;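 active = mean E-selectin-positive cell signal at least 10% of the positive control, reached in at least 60% of replicates, without over 20% cell loss; inconclusive = no rule given, readout overlaps actives, possibly toxicity-flagged; inactive = the rest, including those meeting only one limit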;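 note: in these data hits start at about 27%; measured in HUVEC primary endothelial cells; signal is the percent of cells scored E-selectin positive by PE staining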
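Test system: HUVEC | Signal: Immunofluorescence imaging | Read-out: Percent E-selectin-positive cells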
PglD inh – C. jejuni PglD acetyltransferase inhibitors, primary screen, biochemical, DTNB colorimetric, single point. inhibition, % at 12.5 µM. purified PglD enzyme, DTNB colorimetric CoA detection. AID 602405, 2012. UDP-N-acetylbacillosamine N-acetyltransferase PglD (Campylobacter jejuni). hit rate 0.098% among 360,000; in the data active = inhibition above about 16%, passing the limit was not always enough; inconclusive = no clear call, values can overlap the other calls; note: strong numbers were not always called active
ERp5 block – inhibitors of ERp5-driven insulin aggregation, primary screen, biochemical, turbidity, absorbance 650 nm, single point; Protein disulfide-isomerase A6 (Homo sapiens), Q15084; 90 min; inhibition, % at 9.99 µM; hit rate 0.05% among 350,000; AID 651711, 2012;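 active = mean replicate inhibition above about 25%, with every replicate also reaching it, limit read from the data, passing the limit was not always enough; inconclusive = only one of those two criteria met; inactive = neither criterion met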
Target sequence (Q15084 whole entry, looked up): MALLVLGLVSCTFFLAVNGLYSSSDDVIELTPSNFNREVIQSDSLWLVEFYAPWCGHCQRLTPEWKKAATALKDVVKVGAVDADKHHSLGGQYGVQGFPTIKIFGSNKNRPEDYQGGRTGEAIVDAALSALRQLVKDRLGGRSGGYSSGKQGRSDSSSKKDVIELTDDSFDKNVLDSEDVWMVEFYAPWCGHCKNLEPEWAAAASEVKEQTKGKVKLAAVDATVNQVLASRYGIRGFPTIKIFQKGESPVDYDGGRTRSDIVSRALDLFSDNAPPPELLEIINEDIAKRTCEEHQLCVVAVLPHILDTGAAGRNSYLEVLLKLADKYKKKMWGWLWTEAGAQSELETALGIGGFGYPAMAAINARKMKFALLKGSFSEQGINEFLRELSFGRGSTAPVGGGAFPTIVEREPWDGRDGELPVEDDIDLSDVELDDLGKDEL
S100A4 inh HTS – inhibitors of S100A4-myosin IIA peptide binding, primary screen, biochemical, fluorescence polarization, TAMRA-MyoIIA peptide; inhibition, % at 10.7 µM; hit rate 0.14% among 360,000;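 active = mean inhibition of at least 70% across replicates, with every replicate also reaching that level; inconclusive = mean inhibition reaches 70% but some replicates fall short; inactive = mean inhibition below 70%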
Target sequence (P26447 whole entry, looked up): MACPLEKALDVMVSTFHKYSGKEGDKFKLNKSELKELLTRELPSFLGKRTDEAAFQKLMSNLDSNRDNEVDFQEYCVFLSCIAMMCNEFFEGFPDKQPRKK
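Assay system: human S100A4 monomer with TAMRA-labelled myosin IIA peptide / Buffer or medium: Calcium-containing HEPES buffer, pH 7.2 / Reagent: TAMRA-labelled myosin IIA heavy-chain peptide probe, 5 nM / Compound: one dose per compound / Timing: polarization read 5 min after assay mix addition, stable 5–60 min / Benchmarks: neutral control DMSO, positive control TFP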
DENV2 CPE – inhibitors of DENV2 cytopathic effect, primary screen, cell-based, plate reader, single concentration; DENV2-infected cells, cytopathic effect rescue; CPE inhibition, % at 9.99 µM; hit rate 1.7% among 350,000; in the data active = CPE inhibition above about 20%, passing the limit was not always enough; inconclusive = no clear call, values can overlap the other calls; tested in BHK-21 cells;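 note: 0% = median of neutral control wells and 100% = median of positive control wells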
* = called active by the depositor; ? = inconclusive; . = not tested or not shown. Some of the compounds tested (hit frequency here may not be typical).

#	compound	Statin myotox sup	SIRT5 block	E-sel inducer	PglD inh
1	Cc1ccccc1NC(=O)Cc1nnc(NC(=O)Nc2ccccc2F)s1	.	-1	1.0	7
2	O=C(COc1ccc([N+](=O)[O-])cc1Cl)N1CCOCC1	5	-4	-0.2	-2
3	Cc1ccc(C2=NN(C(=O)CCC(=O)O)C(c3cn(-c4ccccc4)nc3-c3ccc(C)cc3)C2)cc1 (configuration not stated)	.	1	.	.
4	O=C(Nc1cccc([N+](=O)[O-])c1)OCc1ccc2c(c1)OCO2	.	.	0.0	.
5	O=C(NC12CC3CC(CC(C3)C1)C2)N1CCN(c2ccccc2)CC1	-5	-1	.	-1
6	C[C@H](CO)N1C[C@H](C)[C@H](CN(C)C(=O)Nc2ccc(C(F)(F)F)cc2)Oc2ncc(C3=CCCC3)cc2C1=O	-22	2	0.2	-3
7	CC(=O)Nc1cc(-c2ccc(C(=O)NC3CC3)cc2)cn2c(-c3ccc(F)c(Cl)c3)cnc12	-25	.	-0.1	-4
8	CC(C)(C)NCc1cc(Cl)ccc1OCc1ccccc1F	.	2	0.3	.
9	COc1ccc(CCN(C)C(=O)c2ccc3c(=O)n4c(nc3c2)CCCCC4)cc1OC	-1	1	-0.5	0
10	O=C(C[C@H]1CC[C@@H](NC(=O)CC2CC2)[C@@H](CO)O1)NCc1ccc(-c2ccccc2)cc1	3	-8	-0.4	-1
11	CCOC(=O)C1(Cc2ccccc2)CCCCCC1=O (configuration not stated)	.	-2	-0.4	.
12	COCC#Cc1ccc([C@@H]2[C@H](CO)N3C(=O)CN(C(=O)C4CCCCC4)C[C@@H]23)cc1	.	6	0.0	.

#	ERp5 block	S100A4 inh HTS	DENV2 CPE
1	-3	-7	0
2	3	-4	3
3	9	-3	4
4	5	-2	-12
5	11	-1	16
6	-2	-6	-3
7	10	0	-6
8	2	-3	1
9	3	-3	6
10	7	-1	48*
11	2	-4	7
12	3	2	7

(more compounds)
#	compound	Statin myotox sup	SIRT5 block	E-sel inducer	PglD inh
13	CCCCOc1ccc(N(CC(=O)NCC2CCCO2)C(=O)CCC(=O)Nc2nccs2)cc1 (configuration not stated)	.	2	.	.
14	CC(C)C#Cc1ccc2c(c1)O[C@H](CN(C)C(=O)CN(C)C)[C@H](C)CN([C@H](C)CO)S2(=O)=O	-7	3	-0.2	4
15	O=C(Nc1ccc(F)cc1)N[C@@H]1CC[C@@H](CCNS(=O)(=O)c2ccccc2F)O[C@@H]1CO	-6	-8	0.5	0
16	COCCN(C(=O)Nc1ccccc1OC)c1nc2ccccc2s1	-9	5	0.1	-1
17	COC1C=COC2(C)Oc3c(C)c(O)c4c(O)c(c(CN5CCN(C)CC5)c(O)c4c3C2=O)NC(=O)C(C)=CC=CC(C)C(O)C(C)C(O)C(C)C(OC(C)=O)C1C (configuration not stated)	.	.	0.0	.
18	O=C(CCCN1C(=O)/C(=C/c2ccc(F)cc2)SC1=S)Nc1ccc(C(=O)O)cc1	1	.	0.0	0
19	CCCSc1ccc([C@H]2N[C@@](CC(C)C)(C(=O)OC)[C@H]3C(=O)N(C)C(=O)[C@@H]23)cc1	-1	.	0.4	-1
20	CCn1c(=O)c(C(=O)NCc2ccc3c(c2)OCO3)c(O)c2ccccc21	-1	-1	0.0	4
21	C=CCOC(=O)C1=C(C)NC(SCC(=O)NC(=O)OCC)=C(C#N)C1c1cccnc1 (configuration not stated)	.	2	-0.1	2
22	Cc1ccc(-c2nc3ccccc3c(=O)n2-c2c(C)n(C)n(-c3ccccc3)c2=O)cc1	1	5	2.3	0
23	C[C@H](O)C#Cc1cnc2c(c1)C(=O)N([C@@H](C)CO)C[C@H](C)[C@@H](CN(C)C(=O)Nc1ccc(C(F)(F)F)cc1)O2	6	-1	-0.4	2
24	C[C@H](CO)N1C[C@H](C)[C@@H](CN(C)CC2CCCC2)Oc2ncc(Br)cc2C1=O	-18	1	0.3	0

#	ERp5 block	S100A4 inh HTS	DENV2 CPE
13	1	-3	3
14	2	1	-4
15	7	-9	7
16	-3	2	1
17	8	4	-2
18	0	12	3
19	0	-2	.
20	2	3	-1
21	1	-8	-7
22	6	-1	-2
23	7	4	3
24	4	10	18

Two entries from above, reformatted:
No.	SMILES	Statin myotox sup	SIRT5 block	E-sel inducer	PglD inh	ERp5 block	S100A4 inh HTS	DENV2 CPE
21	C=CCOC(=O)C1=C(C)NC(SCC(=O)NC(=O)OCC)=C(C#N)C1c1cccnc1 (configuration not stated)	.	2	-0.1	2	1	-8	-7
8	CC(C)(C)NCc1cc(Cl)ccc1OCc1ccccc1F	.	2	0.3	.	2	-3	1

Carrying on.
#	compound	Statin myotox sup	SIRT5 block	E-sel inducer	PglD inh
25	COc1ccc(-n2c(C)nnc2SCC(=O)NC2CC2)cc1	9	-3	.	-4
26	Cc1cc(-c2csc3nc[nH]c(=S)c23)cc(C)c1C	-5	-2	1.8	3
27	Cc1ccc(S(=O)(=O)N(C)C[C@H]2Oc3ccc(NS(=O)(=O)c4cccs4)cc3CC(=O)N([C@H](C)CO)C[C@@H]2C)cc1	1	1	0.7	-4
28	O=C(Nc1ccc(F)cc1)N1C[C@H]2[C@@H](c3ccccc31)[C@@H](CO)N2C(=O)Cc1cccnc1	13	0	0.0	1
29	CN(C)CCNc1nc(-c2ccccc2F)c2sccc2n1	-1	7	.	-4
30	COCC#Cc1ccc2c(c1)O[C@H](CN(C)CC1CC1)[C@H](C)CN([C@@H](C)CO)S2(=O)=O	-17	-3	-0.1	1
31	CS(=O)(=O)N(CC(=O)Nc1ccc(S(=O)(=O)N2CCCC2)cc1)c1cccc(F)c1	18	-3	0.0	6
32	O=C(CSc1cn(CC(=O)N2CCCCC2)c2ccccc12)NCC1CCCO1 (configuration not stated)	3	-4	0.3	.
33	Cc1sc2nc(SCC(=O)N3CCOCC3)[nH]c(=O)c2c1C	-2	-1	0.1	-3
34	Cc1ccc(S(=O)(=O)[N-]c2nc3ccccc3nc2-n2cc[n+](Cc3ccccc3)c2)cc1	-4	1	-0.3	2
35	COCCn1c(SCc2ccccc2F)nc2ccccc2c1=O	11	0	.	2
36	COc1ccccc1/C=C/C(=O)NCC(=O)N/N=C/c1ccc(C)o1	-4	100*	0.0	.

#	ERp5 block	S100A4 inh HTS	DENV2 CPE
25	5	-8	3
26	0	-6	0
27	-8	-9	-1
28	-1	11	?
29	0	-3	10
30	9	4	-7
31	-2	5	2
32	-5	-4	1
33	2	31	3
34	6	2	10
35	2	2	1
36	2	-2	4

Continuation.
#	compound	Statin myotox sup	SIRT5 block	E-sel inducer	PglD inh
37	O=C(COC(=O)c1ccc(S(=O)(=O)N2CCCCC2)cc1)NCc1ccc(F)cc1	-7	2	0.4	4
38	COc1ccc(N(C(=O)c2snc(C(N)=O)c2N)C(C(=O)NC2CCCC2)c2ccco2)c(OC)c1 (configuration not stated)	-8	-3	-0.2	-2
39	CCOc1ccc(N(CC)S(=O)(=O)c2ccc3c(c2)n(C)c(=O)c(=O)n3C)cc1	2	-4	0.1	-7
40	O=C(c1cc2cc(Cl)ccc2[nH]1)N1CCN(c2ccc(F)cc2)CC1	18	1	0.5	-1
41	O=C(Nc1ccccc1F)N[C@H]1CC[C@@H](CCNC(=O)C2CCOCC2)O[C@H]1CO	-4	3	-0.3	-2
42	O=C1C=C(/C=C/c2ccccc2)C[C@@H](c2ccc3c(c2)OCO3)C1	6	0	-0.1	-4
43	CCOC(=O)C1(Cc2cccc(F)c2)CCN(CCCn2cccn2)CC1	.	6	.	.
44	N#Cc1ccccc1S(=O)(=O)N1CCN(C(=O)CN(Cc2ccco2)Cc2cccs2)CC1	7	.	-0.3	-3
45	Cc1ccc(C(=O)Nc2ccsc2C(=O)O)cc1	.	-1	.	.
46	Cc1noc(C)c1NC(=O)N[C@H]1CC[C@@H](CCNC(=O)C2CCCC2)O[C@@H]1CO	2	0	0.6	3
47	COc1ccc(NC(=O)c2cc(-c3cc(C)cs3)[nH]n2)cc1OC	-9	.	0.0	-7
48	COc1cc(C(O)c2nc3ccccc3s2)cc(OC)c1OC (configuration not stated)	5	-7	0.5	7

#	ERp5 block	S100A4 inh HTS	DENV2 CPE
37	8	-3	14
38	-2	-3	2
39	6	-4	-6
40	1	5	3
41	-2	-13	4
42	3	-1	-10
43	6	-5	-3
44	-2	1	4
45	-4	-7	-2
46	0	12	-11
47	-3	-1	-2
48	1	-4	-3

(continued)
#	compound	Statin myotox sup	SIRT5 block	E-sel inducer	PglD inh
49	CC(C)c1ccc(SCc2noc(C(=O)NCC3CCCO3)c2C(=O)O)cc1 (configuration not stated)	-11	.	0.0	-3
50	COc1ccc(C(CNC(=O)c2cccc(NS(=O)(=O)c3ccccc3)c2)N2CCCC2)cc1 (configuration not stated)	-5	4	-0.1	-1
51	COc1ccc(NC(=O)CCNC(=O)c2ccccc2Cl)cc1OC	0	0	-0.1	2
52	O=C(Nc1ccccc1Cl)c1sccc1-c1ccccc1	9	79*	.	5
53	CN=C1CC(C)(C)CC(=O)/C1=C(/O)CCCN1C(=O)c2ccccc2C1=O	.	-7	0.5	.
54	CCC1(CC)NC(=O)N(CC(=O)N2N=C(c3ccc(Cl)cc3)CC2c2ccco2)C1=O (configuration not stated)	4	0	.	6
55	CC(C)CC#Cc1ccc([C@H]2[C@@H](CO)N3C(=O)CN(C(=O)c4cnccn4)C[C@H]23)cc1	.	0	0.2	.

#	ERp5 block	S100A4 inh HTS	DENV2 CPE
49	5	-2	9
50	-1	-7	5
51	2	0	9
52	2	-4	-7
53	2	-4	1
54	3	1	.
55	-4	3	1

Random excerpt: 3 entries already listed.
#	compound	Statin myotox sup	SIRT5 block	E-sel inducer	PglD inh
49	CC(C)c1ccc(SCc2noc(C(=O)NCC3CCCO3)c2C(=O)O)cc1 (configuration not stated)	-11	.	0.0	-3
55	CC(C)CC#Cc1ccc([C@H]2[C@@H](CO)N3C(=O)CN(C(=O)c4cnccn4)C[C@H]23)cc1	.	0	0.2	.
52	O=C(Nc1ccccc1Cl)c1sccc1-c1ccccc1	9	79*	.	5

#	ERp5 block	S100A4 inh HTS	DENV2 CPE
49	5	-2	9
55	-4	3	1
52	2	-4	-7
